Screening results from PubChem.
NPC1 promoter act – qHTS Assay for NPC1 Promoter Activators; Huh7 NPC1 promoter luciferase reporter, 24 h; Potency, µM (doses to about 9.22 µM), for the others: at the highest dose activation, usual class: activators; 320,000 compounds, 2.4% hits; AID 485313, 2010;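 further: potency means the concentration at half of the fitted maximal effect; % of control where 0% means no effect; nearly all actives have a fitted effect of over 60% in size; reporter is driven by a mutant NPC1 promoter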
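Huh7 reporter cells (NPC1 promoter driving luciferase) are dosed with compound for 24 h at 37 °C, 5% CO2; luciferase detection reagent is then added and luminescence measured after 10 min at ambient temperature.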
BRCA1 expr act – qHTS Assay to Identify Small Molecule Activators of BRCA1 Expression; MCF7-BRCA1-FFLuc reporter, luminescence, 48 h; response scale: scaled: vehicle 0%, 10 µM genistein 100%; Potency, µM (top dose mostly 46.1 µM), without a hit: at the top dose activation, hits mostly activators; 380,000 compounds, 1.1% hits; AID 624202, 2012; further: potency means the concentration at half of the fitted maximal effect; nearly all actives have a fitted effect of over 80% in size; some results filed as inactive show a strong effect at the top dose
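Cells: MCF7-BRCA1-FFLuc, 2000/well. Exposure: 48 h, 37 °C, 5% CO2. Read: luminescence, 15 min post-substrate. Controls: genistein 10 microM (maximal activation), DMSO (neutral).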
Menin-MLL TR inh – qHTS Assay for Inhibitors Targeting the Menin-MLL Interaction in MLL Related Leukemias: Competition With Texas Red Labeled MLL-derived Mutant Peptide | AID 1768, 2009 | Menin + Texas Red MLL mutant peptide, fluorescence polarization | Potency, µM (doses to about 61.6 µM), without a hit: at the highest dose FP activity change, negative = inhibition, usual class: inhibitors | 270,000 compounds, 0.23% hits; active means well fitted inhibition curve with a large enough effect in the polarisation, with a control signal flat, not every such curve was filed as active; inconclusive means small, poorly fitted or top-dose-only effect, or effect the other way, or a change in a side signal; inactive means no such curve, though single readings can be large or run the other way; the % refers to the polarisation; further: potency means the concentration at half of the fitted maximal effect; % of control where 0% means no effect; many of its hits are not listed in these tables
Rab9 promoter act – qHTS Assay for Rab9 Promoter Activators | Huh7 Rab9 promoter-luciferase reporter, luminescence, 24 h | Potency, µM (top dose mostly 9.22 µM), inactives show at the top dose activation, negative = inhibition, actives largely listed as activators | 320,000 compounds, 2.8% hits | AID 485297, 2010; further: potency means the concentration at half of the fitted maximal effect; % of control where 0% means no effect; nearly all actives have a fitted effect of over 60% in size
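Stable Rab9-luc Huh7, 1500 cells/well, 2 h settle; cmpd in DMSO, 24 h, 37 °C/5% CO2; luciferase reagent 10 min RT; luminescence.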
PKM2 act – qHTS Assay for Activators of Human Muscle isoform 2 Pyruvate Kinase. Pyruvate kinase PKM (Homo sapiens), P14618. purified PKM2, Kinase-Glo ATP luminescence, activation; response scale: 0% is enzyme alone, no compound. Potency, µM (doses to about 57.5 µM), for the others: top-dose activation, usual class: activators. 260,000 compounds, 0.34% hits; further: potency means the concentration at half of the fitted maximal effect; on the % scale 0 is the no-effect control and ±100 the full control effect; nearly all actives have a fitted effect of over 55% in size
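Purified hPK-M2 (>95% pure) converted ADP (0.1 mM final) to ATP with 0.5 mM PEP in 50 mM imidazole pH7.2, KCl, MgCl2, Tween 20, BSA; 1 h at room temperature. ATP detected by Kinase-Glo luminescence.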
Giardia kill – Small Molecules that selectively kill Giardia lamblia: qHTS; Giardia lamblia trophozoite viability; activity change, % at 7.66 µM, hits read low; 340,000 compounds, 0.15% hits; in the data active means activity change below about -80%; inconclusive means between about -30% and that limit;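 further: parasites exposed to compound for two days anaerobically before the ATP read; on the % scale 0 is the no-effect control and ±100 the full control effect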
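Luminescent ATP signal served as the viability read-out, measured 15-30 min after adding ATP detection reagent to trophozoites that had been incubated with compounds for 48 hrs at 37 deg C anaerobically at 100 cells/well.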
ELG1 genotoxic – qHTS screen for small molecules that induce genotoxicity in human embryonic kidney (HEK293T) cells expressing luciferase-tagged ELG1; HEK293T ELG1-luciferase reporter, luminescence, 16 h; 330,000 compounds, 1.3% hits; Potency, µM (titrated, usually from 46 µM), for the others: at the top dose activity change, positive = activation, actives largely listed as activators; AID 504466, 2011; further: potency means the concentration at half of the fitted maximal effect; % of control where 0% means no effect; nearly all actives have a fitted effect of over 60% in size
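Cells (2,000/well) expressing the ELG1-luciferase fusion are dosed by pin tool and kept 16 hr at 37 °C, 5% CO2. Signal comes from ONE-Glo luciferase reagent after 30 min at room temperature.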
p53 reactivation – qHTS assay for re-activators of p53 using a Luc reporter. H1299 p53-A138V BP100-luciferase reporter, luminescence, 24 h. Potency, µM (top dose mostly 92.2 µM), for the others: top-dose activity change, positive = activation, actives largely listed as activators. 320,000 compounds, 0.063% hits; further: potency means the concentration at half of the fitted maximal effect; % of control where 0% means no effect; nearly all actives have a fitted effect of over 45% in size
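p53-null H1299 cells stably carrying temperature-sensitive p53-A138V and a BP100-luciferase reporter were pinned with compounds (4-point, 1:5 series) and held 24 hrs at 37 deg C. Luminescence was read 10 min after detection reagent.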
RORg inh – qHTS for inhibitors of ROR gamma transcriptional activity; Drosophila S2 Gal4-RORgamma UAS-luciferase reporter, 20 h; 310,000 compounds, 5.4% hits; Potency, µM (top dose mostly 53.6 µM), for the others: at the top dose activity change, negative = inhibition, usual class: inhibitors; Nuclear receptor ROR-gamma (Mus musculus), P51450; AID 2551, 2010; further: potency means the concentration at half of the fitted maximal effect; on the % scale 0 is the no-effect control and ±100 the full control effect; nearly all actives have a fitted effect of over 60% in size
Target sequence (P51450 whole entry, looked up, the tested form may be a part): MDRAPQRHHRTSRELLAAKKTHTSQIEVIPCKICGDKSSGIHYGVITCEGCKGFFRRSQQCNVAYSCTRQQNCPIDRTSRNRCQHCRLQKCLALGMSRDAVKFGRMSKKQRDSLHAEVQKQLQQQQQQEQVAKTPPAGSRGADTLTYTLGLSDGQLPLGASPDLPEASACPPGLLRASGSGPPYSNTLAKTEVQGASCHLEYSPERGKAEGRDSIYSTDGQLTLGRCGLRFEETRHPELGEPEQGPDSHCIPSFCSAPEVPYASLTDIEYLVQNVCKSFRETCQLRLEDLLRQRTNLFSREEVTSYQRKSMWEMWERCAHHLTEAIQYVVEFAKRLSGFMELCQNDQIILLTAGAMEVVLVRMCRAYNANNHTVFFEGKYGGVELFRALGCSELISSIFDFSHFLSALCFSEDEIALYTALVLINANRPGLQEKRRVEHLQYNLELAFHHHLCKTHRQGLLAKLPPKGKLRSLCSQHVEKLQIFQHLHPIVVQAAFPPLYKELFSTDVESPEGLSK
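Luminescence from a UAS-regulated Photinus luciferase reporter in stably transfected Drosophila Schneider cells is measured; decreased signal marks ROR gamma inhibition. Fusion expression is induced by 700 uM copper sulfate for 20 hr.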
Gal4-VP16 FLuc – VP16 counterscreen qHTS for inhibitors of ROR gamma transcriptional activity | Drosophila S2 Gal4-VP16 UAS-luciferase, luminescence, 20 h | Potency, µM (doses to about 53.6 µM), without a hit: top-dose activity, negative = inhibition, hits mostly inhibitors | 310,000 compounds, 3.5% hits | AID 2546, 2010;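 further: Gal4-VP16 expression switched on by copper sulfate through the metallothionein promoter; potency means the concentration at half of the fitted maximal effect; on the % scale 0 is the no-effect control and ±100 the full control effect; nearly all actives have a fitted effect of over 50% in size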
FLuc counter – qHTS profiling assay for firefly luciferase inhibitor/activator using purifed enzyme and Km concentrations of substrates (counterscreen for miR-21 project); Luciferin 4-monooxygenase (Photinus pyralis), P08659; purified FLuc, Km substrates, luminescence inhibition; Potency, µM (highest dose often 57.5 µM), for inactives: at the highest dose activity change, negative = inhibition, usual class: inhibitors; 360,000 compounds, 6.9% hits; AID 588342, 2011;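 further: potency means the concentration at half of the fitted maximal effect; plate controls were vehicle for no effect and reference inhibitor for full effect; nearly all actives have a fitted effect of over 55% in size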
Target sequence (P08659 whole entry, looked up): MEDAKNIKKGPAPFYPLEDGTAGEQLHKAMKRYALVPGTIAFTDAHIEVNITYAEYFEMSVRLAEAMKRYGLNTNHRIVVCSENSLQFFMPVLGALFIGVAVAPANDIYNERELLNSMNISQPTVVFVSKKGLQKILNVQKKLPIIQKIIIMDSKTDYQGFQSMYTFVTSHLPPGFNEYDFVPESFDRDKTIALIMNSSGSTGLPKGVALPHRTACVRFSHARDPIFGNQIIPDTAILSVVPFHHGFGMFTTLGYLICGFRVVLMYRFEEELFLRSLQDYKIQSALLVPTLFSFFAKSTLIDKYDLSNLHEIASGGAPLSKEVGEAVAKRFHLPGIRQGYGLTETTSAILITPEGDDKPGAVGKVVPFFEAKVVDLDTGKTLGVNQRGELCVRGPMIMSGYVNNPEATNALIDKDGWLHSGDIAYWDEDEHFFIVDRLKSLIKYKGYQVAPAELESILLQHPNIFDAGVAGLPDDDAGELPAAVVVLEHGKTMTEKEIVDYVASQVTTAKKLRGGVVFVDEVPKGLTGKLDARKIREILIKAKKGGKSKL
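Purified P. pyralis luciferase, 10 nM final, with Km-level 10 uM D-luciferin and 10 uM ATP in 50 mM Tris acetate pH 7.5, 10 mM Mg acetate, 0.01% Tween-20, 0.05% BSA; 6-point qHTS titration about 60 µM downward; luminescence read.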
Starred values were filed as active, the others as inactive; ? = inconclusive; nt = not tested or not shown; & = joins results of further samples; [ ] = another dose, or the depositor's remark. Unless noted, the call rests on the fitted dose curve; in most records, active means well fitted curve in the direction sought with a large enough effect; inconclusive means small, poorly fitted or top-dose-only effect, or another doubt; inactive means no such curve, though single readings can be large; an effect the other way counts as inactive or inconclusive.

SMILES	NPC1 promoter act	BRCA1 expr act	Menin-MLL TR inh	Rab9 promoter act	PKM2 act	Giardia kill	ELG1 genotoxic	p53 reactivation	RORg inh	Gal4-VP16 FLuc	FLuc counter
COc1ccc(C(c2sc3nc(C)nn3c2O)N2CCC(C(N)=O)CC2)cc1OC (configuration not stated)	-1%	-1%	-5%	0%	-6%	-12	2%	14%	5%	4%	2%
C(=N\N1CCN(c2ccccc2)CC1)/c1ccccc1	28%	?	10%	?	5%	-18	?	8%	23%	-10%	?
CCCCn1c(=N)n(CC(=O)c2ccc(Br)s2)c2ccccc21	0%	-74%	nt	-13%	-5%	-14	-3%	-2%	-42%	?	1%
CC(C)N(Cc1nccn1C)C(=O)c1ccc2oc(CCCc3ccccc3)nc2c1	1%	-26%	nt	0%	-1%	2	-19%	-15%	-22%	-6%	1%
O=C(CNC(=O)c1cccs1)OCC(=O)c1ccccc1Cl	0%	3%	6%	1%	nt	-8	0%	5%	-3%	-22%	-15%
O=C1c2ccc(Oc3ccc4c(c3)C(=O)N(CCCO)C4=O)cc2C(=O)N1CCCO	1%	2%	?	12%	-15%	8	-1%	4%	-4%	-9%	-9%
CCCNS(=O)(=O)c1cc2c3c(c1)C(C)C(=O)N3CCC2 (configuration not stated)	-4%	-23%	1%	-5%	nt	-27	-1%	-2%	-14%	-5%	2%
CCC(C)(C)NC(=O)C(c1ccccc1F)N(C(=O)c1ccn[nH]1)c1ccccc1 (configuration not stated)	-3%	-17%	?	-4%	-3%	-2	-4%	-13%	40%	-2%	11%
COc1ccc2c(c1)cc1c(=O)n(CC(=O)NCCCOC(C)C)nc(C)n12	9%	-1%	-23%	-6%	nt	-9	-3%	4%	1%	-1%	-1%&-4%
CCCCCCCC1CC(CSc2ncn[nH]2)OC1=O (configuration not stated)	-2%	0%	1%	2%	-20%	-12	-3%	13%	1%	5%	?
CCC(=O)N/N=C/c1ccc(-c2ccc(Cl)cc2)o1	0%	26%	11%	30%	1%	2	18%	1%	-44%	27%	15µM*
O=C(NCC1COc2ccccc2O1)c1ccc(NC(=O)c2ccco2)cc1 (configuration not stated)	4%	12%	-4%	5%	-7%	-11	0%	6%	5%	0%	1%
O=C(c1ccco1)N1CCN(Cc2cc(=O)c(OCc3cccc(Cl)c3)co2)CC1	0%	1%	nt	-4%	nt	-15	0%	-7%	nt	nt	-2%
COc1ccc(Cl)cc1N1C(=O)C2CCCN2C1c1ccc(F)c(F)c1 (configuration not stated)	0%	3%	8%[11.7 µM]	-2%	4%	-7	-4%	1%	2%	-6%	1%
Cn1nc(C(F)(F)F)c(C(=O)Nc2cccc(C(F)(F)F)c2)c1SCc1ccc(Cl)cc1	-1%	-80%	87%[activator]	0%	2%	-5	-7%	28%	36%	?	-2%
O=[N+]([O-])c1cc(Cl)c(Cl)c(Cl)c1Cl	8%	2%	nt	-2%	nt	6	6%	-4%	-20%	29%	-1%
N/C(=N\OC(=O)CCC1CCCC1)c1ccc(Cl)cc1	13%	?	nt	3%	-3%	27	?	19%	-6%	-9%	21µM*
CCN(c1ccc(C)cc1C)S(=O)(=O)c1nnc(NC(=O)C(C)(C)C)s1	0%	-39%	15%	1%	nt	-4	-6%	4%	-14%	-2%	-2%
Cc1cc(=O)oc2cc(OCCSCCN3CCCC3)ccc12	1%	1%	nt	-1%	27%	-1	5%	-5%	25%	-16%	1%
Cc1ccc(CC(NC(=O)c2ccccc2)C(=O)NC(C)C(=O)O)cc1 (configuration not stated)	-3%	0%	10%	2%	-1%	-9	-6%	-1%	-6%	2%	7%
Cn1c(-c2cccs2)[n+](C)c2ccccc21	-23%	22%	1%	-29%	-7%	18	-5%	8%	26%	-22%	-4%
COc1cc(/C=C(\NC(=O)c2cc(OC)c(OC)c(OC)c2)C(=O)NC(C(=O)O)c2ccccc2)cc(OC)c1OC (configuration not stated)	-5%	-3%	nt	3%	1%	-8	2%	5%	-2%	-2%	2%
CN1CCN(C(=O)C2=C[C@@H](c3csc4ccccc34)C[C@@H](OCCCCO)O2)CC1	0%	5%	0%	6%	1%	2	1%	-5%	-2%	12%	3%
COc1cc(C2C(C#N)=C(N)Oc3cc(N(C)C)ccc32)cc2c1OCO2 (configuration not stated)	-12%	?	-13%	-20%	4%	8	14%	-1%	-24%	-13%	-1%
O=C1/C(=C/c2ccc(Cl)cc2)SC(=S)N1CCC(=O)N1CCCCC1CCO (configuration not stated)	-5%	-58%	nt	-4%	nt	7	-7%	?	-3%	-11%	-12%
O=C(Nc1cccnc1)c1c(F)c(F)c(F)c(F)c1F	2%	-25%	?	0%	-4%	-5	-7%	?	?	-7%	1%
CC(=O)c1ccc(Oc2cc(C)nc(N3CCOCC3)n2)cc1	5%	5%	5%	2%	0%	44[activator]	-1%	-2%	?	1%	4%
O=C(Nc1cc(F)ccc1F)C1CCCN1S(=O)(=O)c1cccc2nsnc12 (configuration not stated)	-4%	-4%	nt	-2%	nt	-28	-1%	-1%	-16%	4%	0%
Cc1ccc(S(=O)(=O)c2cc3ccccc3oc2=Nc2ccc3c(c2)OCO3)cc1	-2%	3%	?	9%	?	5	2%	13%	-12%	-5%	2%
CN(C)/C=C/C(=O)c1ccc(Cl)cc1	19%	45%	18%	13%	10%	27	6%	9%	?	-99%	?
COc1ccccc1CN1C[C@@H]2C[C@@H](c3ccc4nsnc4c3)N3CCC[C@@]23C1=O	-6%	2%	-16%	2%	-3%	28	-5%	-2%	5%	-7%	?
COc1ccc(CN(Cc2ccccn2)S(=O)(=O)c2ccc(-n3cnnn3)cc2)cc1	1%	-22%	2%	-2%	3%	2	-9%	-6%	-26%	4%	3%
CCc1ccc(CN2CCC(CO)(CC3CCCCO3)CC2)o1 (configuration not stated)	2%	-2%	2%	18%	-1%	6	-1%	3%	1%	-4%	6%
CC1CCN(C(=S)c2cn(Cc3ccccc3F)c3ccccc23)CC1	-2%	-37%	-4%	-1%	-3%	8	-4%	?	0.89µM*	4.5µM*	-3%
CC1(C)C(=O)OC(C(=O)c2ccccc2)C2(CCCCC2)C1=O (configuration not stated)	-10%	-8%	-10%	-8%	6%	6	-3%	-3%	-19%	?	5%
O=C(CCn1c2c(c3ccccc31)CCCC2)NNC(=O)c1ccc([N+](=O)[O-])cc1	-1%	-13%	?	-2%	-1%	-16	-5%	-23%	72%	-4%	-5%
Cc1ccc([N+](=O)[O-])cc1NC(=S)NC(=O)c1c(Cl)cnn1C	-1%	3%	7%	-1%	-3%	-10	0%	nt	nt	nt	2%

Profiles, looked up by structure. Order of screens: NPC1 promoter act, BRCA1 expr act, Menin-MLL TR inh, Rab9 promoter act, PKM2 act, Giardia kill, ELG1 genotoxic, p53 reactivation, RORg inh, Gal4-VP16 FLuc, FLuc counter
Cc1ccc(CC(NC(=O)c2ccccc2)C(=O)NC(C)C(=O)O)cc1 (configuration not stated) is entered as -3%, 0%, 10%, 2%, -1%, -9, -6%, -1%, -6%, 2%, 7%
Cn1nc(C(F)(F)F)c(C(=O)Nc2cccc(C(F)(F)F)c2)c1SCc1ccc(Cl)cc1 is entered as -1%, -80%, 87%[activator], 0%, 2%, -5, -7%, 28%, 36%, ?, -2%
O=C(CNC(=O)c1cccs1)OCC(=O)c1ccccc1Cl is entered as 0%, 3%, 6%, 1%, nt, -8, 0%, 5%, -3%, -22%, -15%
COc1ccc2c(c1)cc1c(=O)n(CC(=O)NCCCOC(C)C)nc(C)n12 is entered as 9%, -1%, -23%, -6%, nt, -9, -3%, 4%, 1%, -1%, -1%&-4%

Some of the compounds tested; the hit share may differ from the screen's.
